M17LAP inhibition – P. falciparum M17LAP inhibitors, primary screen, biochemical, fluorogenic H-Leu-NHMec substrate, 1536-well (AID 1619) | recombinant M17LAP, H-Leu-NHMec fluorogenic kinetic assay; higher % means a stronger effect | one-dose inhibition, % at 30 µM; IC50 in µM for titrated hits | actives 0.38% (n = 220,000);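 active means compound inhibiting the enzyme by more than half at any dose during confirmatory dose-response retesting; inconclusive means strong single-dose inhibitors picked by rank but not retested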;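 further: plate controls were full reaction with DMSO carrier for no effect and no enzyme background for full effect; strong numbers were not always called active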
Dynein transport – inhibitors of GR-EGFP nuclear translocation, primary screen, dynein cargo transport inhibitor project, imaging, high-content, 3617.4 mouse cells. z-score, hits read low. test concentration mostly 20 µM; stimulated with dexamethasone, 1 µM; active compounds read low. AID 1381, 2008. actives 0.47% (n = 220,000);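 active means plate z-score of nuclear minus cytoplasmic receptor signal below a set negative limit, without overly bright fluorescence or cell loss, cut at about -3.5 in these data, passing the limit was not always enough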;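 further: z-score of nuclear minus cytoplasmic ring GR-EGFP intensity difference per well; some compounds called inactive have numbers as strong as hits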
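Buffer or medium: tetracycline-free induction medium containing charcoal-stripped FBS / Reagent: dexamethasone agonist, 1.0 µM final, for 30 min / Technique: automated 10x imaging of fixed Hoechst-stained cells / Times: induction 48 h, compound 1 h, agonist 30 min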
Yfh1-depleted yeast – enhancers of respiration in Yfh1-depleted yeast, dose response, Friedreich's ataxia, plus single-dose screen (AID 1465). S. cerevisiae Yfh1-off respiration, WST-1 reduction, 72 h; higher fold induction means a stronger effect. fold induction at 50 µM; hits with a dose series show EC50 in µM. actives 0.074% (n = 220,000);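 active means fold induction of absorbance versus untreated yeast above a set limit, then at least 30% activation at any dose in follow-up; inconclusive means repeats straddling the limit, or above it without dose testing; inactive means fold induction below the set limit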;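 further: activators that raise dye reduction in frataxin-depleted yeast; strong numbers were not always called active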
Autophagy mod – autophagy modulators in MEF cells, primary screen, imaging, high-content, MEF GFP-LC3; actives 0.98% (n = 190,000); MEF GFP-LC3 puncta imaging; test concentration mostly 10 µM; calls only at 10 µM (by protocol);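 active means percentage of spot-positive cells more than 3 SD above its plate mean, without a fluorescence outlier flag or 80% toxicity; inconclusive means no clear call, values can overlap the other calls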;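 further: spot-positive cell cutoff set from DMSO-treated cells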
MT stabilize HCS – microtubule stabilizers in HeLa cells, primary screen, imaging, high-content imaging; actives 0.83% (n = 200,000); HeLa tubulin immunostaining HCS, 24 h; share of cells brighter than vehicle mean+2SD; % tubulin-high responders, % at 10 µM;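 active means plate Z-score above 3 for both tubulin-high and condensed-nucleus cell shares, with cell loss under 80%, at 10 µM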;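 further: anti alpha tubulin signal scored within the nucleus-defined area of each cell; some results filed as inactive read as strong as hits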
Insulin prom up – insulin promoter activators in MIN6 cells, imaging, high-content screening, mouse beta cells | MIN6 insulin promoter-GFP reporter; active compounds read high | z-score at 5 µM | actives 0.3% (n = 190,000) | AID 1625, 2009;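 active means z-score above 3 at 5 µM with at least 500 cells counted in the well; inconclusive means wells under 500 cells, flagged as cytotoxic or low count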
NOD2 inhibition – NOD2 signaling inhibitors, cell-based, luminescence, uHTS, HEK293 (AID 1566). HEK293 NOD2/NF-kB luciferase reporter, luminescence; higher % means a stronger effect. inhibition, % at 4 µM, or EC50 in µM where a hit was titrated. actives 0.63% (n = 290,000); in the data active means inhibition above about 50%; further: many of its hits are not listed in these tables
b-catenin transl – modulators of beta-catenin nuclear translocation, primary screen, imaging, HeLa cells, immunofluorescence, high-content; nuclear translocation activity, % at 5 µM; actives 0.3% (n = 190,000);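 active means nuclear translocation activity above 50% at 5 µM, with a well cell count of 50 or more; inconclusive means wells under 50 cells across six images, flagged as toxic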;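 further: per-cell ratio of nuclear to cytoplasmic median beta-catenin stain intensity; plate controls were DMSO negative control for no effect and GSK-3 inhibitor IX positive control for full effect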
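test system = HeLa cells, endogenous beta-catenin | dosing = single 5 µM dose plus 0.02–20 µM confirmation series | times = compound treatment 24 h, 37°C, 5% CO2 | technique = beta-catenin immunofluorescence imaging with DAPI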
NOD1 inhibition – NOD1 signaling inhibitors, primary screen, cell-based, luminescence, uHTS (AID 1578); NOD1-driven NF-kB luciferase reporter cells, luminescence; higher % means a stronger effect; actives 1% (n = 290,000); inhibition, % at 4 µM, or EC50 in µM where a hit was titrated; in the data active means inhibition mostly above about 36%, no sharp cut-off; inactive means mostly below about 34%;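 further: HEK-293T reporter cells stimulated with the NOD1 agonist gamma-tri-DAP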
Dynein transport cytoplasmic EGFP – further read-out of Dynein transport, marked with its call; z-score; measured here: cytoplasmic GR-EGFP intensity; active compounds read high
Dynein transport nuclear GR-EGFP – second read-out of Dynein transport, no call of its own (marks repeat the call); z-score; measured here: nuclear GR-EGFP intensity;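 lower value marks the stronger effect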
Dynein transport cell count – also measured in Dynein transport; calls as there; z-score; measured here: cell count per field
Insulin prom up cell count – further read-out of Insulin prom up, marked with its call; cell count; measured here: cytotoxicity, nuclei count;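 total cells summed across four imaged fields per well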
b-catenin transl cell count 5 µM – second read-out of b-catenin transl, no call of its own (marks repeat the call); cell count; measured here: cell count, cytotoxicity flag
MT stabilize HCS Hoechst-high % – second read-out of MT stabilize HCS, no call of its own (marks repeat the call); % Hoechst-high responders; measured here: nuclear condensation Hoechst responders;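 share of cells brighter than vehicle mean plus two SD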
MT stabilize HCS cytotoxicity % – also measured in MT stabilize HCS; calls as there; toxicity, %; measured here: cytotoxicity by cell density;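 0% = mean cell density of plate MIN control wells and 100% = no cells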
Autophagy mod cell loss 18 h – further read-out of Autophagy mod, marked with its call; toxicity, %; measured here: cell loss, nuclei count;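 cell loss after 18 h compound exposure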
* hit, by the source's call; i = inactive; ? = inconclusive; / = no result given.

SMILES | M17LAP inhibition | Dynein transport | Dynein transport cytoplasmic EGFP | Dynein transport nuclear GR-EGFP | Dynein transport cell count | Yfh1-depleted yeast | Autophagy mod | Autophagy mod cell loss 18 h | MT stabilize HCS | MT stabilize HCS Hoechst-high % | MT stabilize HCS cytotoxicity % | Insulin prom up | Insulin prom up cell count | NOD2 inhibition | b-catenin transl | b-catenin transl cell count 5 µM | NOD1 inhibition
CC(C)CCNC(=O)c1cc(C(=O)c2cc(Br)ccc2O)cn(CCC(C)C)c1=O | 4% | 0.47 | -0.31 | -0.18 | -0.3 | i | i | -4 | 1.5 | 2.4 | 6.0 | 0.13 | 1044 | -2% | / | / | -12%
CCC1(C)OC(c2ccccc2)=C/C(=C/C=C2C(=O)NC(=O)NC2=O)O1 (centres undefined) | 5% | -0.43 | -0.18 | -0.6 | 0.74 | i | i | -9 | 2.6 | 2.6 | 8.9 | 0.18 | 1196 | 11% | 9.6 | 1106 | -25%
Cc1nc2c(C(=O)N3CCC4(CC3)OCCO4)cnn2c(C)c1Cc1cccc(Cl)c1 | -1% | 0.13 | -0.11 | 0.23 | 0.1 | i | i | 13 | 3.6 | 1.2 | 5.1 | / | / | 13% | -1.1 | 1139 | 0%
O=c1c2ccccc2nc(Cc2ccccc2)n1-c1cccc(O)c1 | 3% | 2.2 | -0.19 | 1.4 | -1.7 | i | i | 26 | 1.6 | 1.0 | 2.0 | -1.7 | 1273 | -7% | 1.4 | 963 | 1%
CC(=O)c1ccc2c(c1)C1C(Cl)C(Sc3ccccc3[N+](=O)[O-])CC1C(c1ccccc1[N+](=O)[O-])N2 (centres undefined) | -2% | 0.85 | -0.16 | -0.16 | -0.69 | / | i | -1 | 4.2 | 1.7 | 5.5 | -0.2 | 729 | -11% | 0.4 | 1017 | 7%
COC(=O)C(O)(c1ccc(N(C)C(=O)OC(C)C)cc1)C(F)(F)F (centres undefined) | -1% | 0.14 | -0.15 | -0.091 | -0.52 | i | i | -5 | 2.7 | 2.7 | 7.4 | / | / | 22% | / | / | 21%
CCC(=O)OC1(Cc2ccc(CC)cc2)CC(C)N(C)CC1C (centres undefined) | 5% | -0.063 | -0.27 | 0.27 | 0.47 | i | / | / | / | / | / | 0 | 1083 | 20% | -0.1 | 1332 | 0%
NC1C2CN3CCN(C2)CC1(c1ccccc1)C3 (centres undefined) | 7% | 0.11 | -0.29 | -0.014 | 0.36 | i | / | / | / | / | / | 0.25 | 1404 | 20% | 0.5 | 1223 | 0%
COc1ccc(N2CC2c2ccncc2)cc1 (centres undefined) | -5% | -0.38 | -0.31 | 0.29 | 0.25 | i | i | 15 | 3.7 | 1.8 | 4.7 | -0.02 | 1575 | -3% | 3.0 | 869 | -27%
COc1ccc(CC(=O)N2CCN(C)CC2)cc1OC | 14% | 1.1 | -0.29 | 0.99 | -0.68 | i | i | -3 | 2.5 | 1.1 | 1.1 | 0.07 | 915 | -4% | -1.2 | 1167 | -20%
NC(=O)Nc1cccc(C(F)(F)F)c1 | 4% | -0.65 | -0.23 | -0.43 | -0.089 | i | i | 3 | 2.8 | 2.9 | 20 | -0.72 | 1332 | -4% | 1.3 | 1030 | -32%
CN(C)C(=O)Oc1ccc(OCc2nc3ccccc3[nH]2)cc1 | -12% | -0.53 | -0.31 | -0.64 | 1 | i | i | 11 | 6.9 | 3.0 | 6.4 | 0.12 | 1193 | -35% | -2.3 | 553 | -11%
COc1ccc(NP(=O)(Oc2ccc(Cl)cc2)Oc2ccc(Cl)cc2)cc1OC | 16% | -0.57 | -0.33 | -0.44 | 0.64 | i | i | -4 | 2.1 | 3.6 | 7.6 | -0.49 | 1361 | -18% | 0.3 | 1158 | -17%
CN1CCN(Cc2ccccc2C(F)(F)F)CC1 | 8% | 0.21 | -0.2 | 0.51 | 0.092 | i | i | 42 | 3.1 | 2.4 | 0.8 | 0.57 | 1041 | -3% | -0.4 | 1170 | -11%
NS(=O)(=O)c1ccc(N=Cc2c(O)n(C3CCCCC3)c(=O)n(C3CCCCC3)c2=O)cc1 | 3% | 1.5 | 0.24 | 1.4 | -1.2 | i | i | -1 | 1.3 | 2.5 | 7.8 | 0.46 | 1289 | 18% | -1.0 | 994 | 12%
COc1ccc(CCn2c(O)c(/C=N/N3CCOCC3)c(=O)[nH]c2=O)cc1OC | 9% | 0.45 | -0.26 | 0.8 | -0.63 | i | / | / | / | / | / | 0.09 | 1124 | 21% | -0.4 | 1314 | 8%
CCn1c(SCC(=O)Nc2nc(-c3ccccc3)cs2)nnc1-c1ccccc1 | 18% | -0.56 | -0.23 | -0.09 | 0.47 | i | i | -23 | 4.2 | 1.6 | 5.9 | -1.2 | 1271 | 7.9µM* | 0.1 | 726 | 7.3µM*
C=C(C)CSc1nnc([C@@H](N)Cc2ccccc2)o1 | 6% | 0.47 | -0.26 | 0.15 | 0.27 | i | / | / | / | / | / | 0.13 | 1352 | 7% | 2.8 | 1262 | -2%
CC/C(=N\NC(=O)c1ccccc1O)c1c(O)n(Cc2ccccc2)c(=O)[nH]c1=O | 47µM* | 1.1 | -0.15 | 1 | -1 | i | / | / | / | / | / | 0.19 | 1209 | 18% | -1.9 | 1317 | 9%
Cc1cc2c(C(F)(F)F)cc(=O)oc2c2c1NCCC2 | 7% | 0.12 | 1.3 | 0.084 | -0.79 | i | i | 4 | 4.1 | 2.1 | 2.9 | / | / | 14% | 0.2 | 1426 | 1%
CC1CCCN(C(=O)CCl)C1 (centres undefined) | -10% | 0.27 | -0.22 | 0.26 | -0.9 | i | i | 1 | 3.5 | 2.5 | 1.9 | -0.92 | 1297 | -9% | / | / | -2%
O=C(NC1CN2CCC1CC2)c1ccc(-c2ccc([N+](=O)[O-])cc2)o1 (centres undefined) | 29% | 0.67 | -0.086 | 1.3 | -0.95 | i | i | -1 | 4.2 | 2.7 | 7.8 | / | / | 10% | -0.9 | 1009 | -4%
CCOC(=O)/C(CCCN(CC)CC)=N\O | -4% | 3.3 | 0.0073 | 2.4 | -1 | i | i | 5 | 6.7 | 3.8 | 1.8 | 0.55 | 1366 | 1% | 0.0 | 1350 | 7%
CC1CN(C)C(C)(C)CC1(O)c1ccccc1 (centres undefined) | -1% | -0.59 | -0.34 | -0.43 | 0.71 | i | i | 3 | 1.5 | 1.9 | 9.6 | 1.9 | 808 | 15% | 4.0 | 1068 | 0%

Quoted from the listing.
CCC1(C)OC(c2ccccc2)=C/C(=C/C=C2C(=O)NC(=O)NC2=O)O1 (centres undefined) in M17LAP inhibition is entered as 5%
COc1ccc(CCn2c(O)c(/C=N/N3CCOCC3)c(=O)[nH]c2=O)cc1OC in Insulin prom up is entered as 0.09

Remaining list, next part:
SMILES | M17LAP inhibition | Dynein transport | Dynein transport cytoplasmic EGFP | Dynein transport nuclear GR-EGFP | Dynein transport cell count | Yfh1-depleted yeast | Autophagy mod | Autophagy mod cell loss 18 h | MT stabilize HCS | MT stabilize HCS Hoechst-high % | MT stabilize HCS cytotoxicity % | Insulin prom up | Insulin prom up cell count | NOD2 inhibition | b-catenin transl | b-catenin transl cell count 5 µM | NOD1 inhibition
O=c1[nH]c(=S)n(-c2ccc(Br)cc2)c(O)c1C=Nc1ccc(N2CCOCC2)cc1 | 6% | -0.3 | -0.2 | -0.076 | -0.32 | i | i | 9 | 2.4 | 2.5 | 4.6 | 0.53 | 1308 | 3% | / | / | -37%
C[N+](C)(C)Cc1ccccc1 | -26% | -0.16 | -0.2 | 0.11 | 0.96 | i | i | -37 | 3.6 | 2.3 | 8.1 | / | / | 16% | 1.6 | 516 | -7%
CC1SC2(CN3CCC2CC3)NC1=O (centres undefined) | 3% | 0.15 | -0.36 | 0.056 | -0.23 | i | i | 5 | 2.9 | 1.8 | 9.3 | / | / | 6% | -6.2 | 918 | 1%
O=C1C2CCN(CC2)[C@@H]1Cc1ccc2ccccc2c1O | 2% | 0.2 | -0.25 | 0.038 | -0.31 | i | i | -4 | 3.3 | 1.7 | 4.3 | -0.04 | 1092 | -22% | / | / | -35%
c1ccc2c3c([nH]c2c1)CNCC3 | -5% | -0.11 | -0.26 | 0.13 | 0.74 | i | i | 8 | 2.8 | 1.8 | 4.3 | / | / | 5% | -1.4 | 563 | -33%
COC(=O)C(O)(c1ccc(NC(=S)NC(=O)c2ccc(Cl)cc2Cl)cc1)C(F)(F)F (centres undefined) | -3% | 0.079 | -0.25 | 0.072 | 0.32 | i | i | 12 | 2.3 | 2.4 | 0.1 | -0.11 | 1376 | 15% | -3.1 | 560 | -4%
CN(C(=O)COc1ccccc1C(=O)NCCOc1ccccc1)c1ccccc1 | 2% | -0.086 | 0.041 | 1.1 | -0.95 | i | i | -1 | 2.4 | 2.3 | 23 | ? | / | 7.8µM* | -5.6 | 318 | 5.8µM*
CCC1(C(=O)c2ccccc2)C2c3ccccc3OC(=O)C21C(C)=O (centres undefined) | -1% | -0.7 | -0.26 | -0.38 | 1.4 | i | / | / | / | / | / | 0.25 | 1067 | 9% | 0.5 | 1389 | -13%
CC(N)Cc1ccccc1Sc1ccc(O)cc1 (centres undefined) | 3% | 0.72 | -0.2 | 1.2 | -0.72 | / | i | 26 | 3.9 | 1.4 | 5.3 | 0.84 | 1583 | 15% | -2.3 | 1378 | -16%

Bioassay records deposited in PubChem by several laboratories.

Not all compounds are listed (hit frequency here may not be typical).
